Assay outcomes as filed in PubChem.
XBP1 UPR activ: activators of adaptive arm of unfolded protein response (XBP1); CHO-XBP1 luciferase reporter, IRE1-XBP1 UPR activation, luminescence; percent of tunicamycin response, DMSO as zero; activation, % at 20 µM; 0.33% of 330,000 active; AID 463104;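 active means versus positive control, 20 µM dose yields 30% or more activation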;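 further: 100% = tunicamycin at 10 µg/mL and 0% = DMSO only wells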
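Material: IRE1-XBP1 luciferase reporter CHO line / Quantity: one thousand reporter cells per well / Buffer or medium: F12 with 10% serum / Compound: 20 µM single concentration, DMSO 1% / Times: 6 h treatment, 37 °C / Detection: Steady-Glo luciferase glow luminescence, 10 min after reagent addition / Benchmarks: tunicamycin high, DMSO low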
NALP3 yeast inh: NALP3 inhibition in yeast; Yeast reconstituted NLRP3/ASC/caspase-1, beta-gal luminescence, 24 h; inhibition, % at 10 µM; 0.39% of 330,000 active; AID 2825;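 active means inhibition of 50% or more; inactive means inhibition below 50%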;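 further: plate controls were induced DMSO wells for no effect and uninduced yeast grown without galactose for full effect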
TIM10 inh: TIM10 yeast growth inhibition | S. cerevisiae TIM10 strain growth, BacTiter-Glo luminescence, 24 h | inhibition, % at 10 µM | 1.4% of 330,000 active | AID 463195;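 active means inhibition of 40% or more at the single tested concentration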;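 further: wild-type TIM10 isogenic control strain grown at permissive 25 °C; 0% = DMSO yeast wells and 100% = minimal medium wells without yeast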
tim23-1 inh: tim23-1 yeast growth inhibition. 1.3% of 330,000 active. AID 463212. inhibition, % at 20 µM. S. cerevisiae tim23-1 growth, BacTiter-Glo luminescence, 24 h;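 active means growth inhibition of the mutant yeast at or above 50%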;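 further: temperature-sensitive mutant grown at 25 °C; plate controls were DMSO-treated mutant yeast for no effect and medium wells lacking yeast for full effect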
tim10-1 inh: tim10-1 yeast growth inhibition | inhibition, % at 20 µM | S. cerevisiae tim10-1 ts strain growth, BacTiter-Glo, 24 h | 2.2% of 330,000 active;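 active means inhibition of at least 40%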;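 further: mutant grown at 25 °C; 0% = DMSO wells with yeast and 100% = wells holding no yeast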
CHOP UPR activ: apoptotic UPR (CHOP) activation | CHO-CHOP luciferase reporter, luminescence; percent of tunicamycin response over DMSO baseline | activation, % at 10 µM | 0.34% of 330,000 active;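 active means at 10 µM dose, activation of 40% or more, normalized to positive control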;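 further: 100% = tunicamycin at 10 µg/mL and 0% = DMSO alone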
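System: CHO-CHOP luciferase reporter cell line | Buffer or medium: F12 medium containing 10% fetal bovine serum | Doses: One dose, 10 µM in 0.5% DMSO | Times: 6 h compound exposure at 37 °C after overnight seeding | Signal: Luciferase luminescence | Read-out: % activation vs tunicamycin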
APJ ag: activates the human apelin receptor APJ | P35414 | CHO-K1 APJ PathHunter beta-arrestin, luminescence; 0% DMSO wells, 100% apelin | activation, % at 20 µM | 0.11% of 330,000 active;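 active means activation more than six SD over the plate average, tested at 20 µM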;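 further: 0% = DMSO alone and 100% = apelin-13 at 10 nM; some results filed as inactive read as strong as hits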
Target sequence (P35414 whole entry, looked up): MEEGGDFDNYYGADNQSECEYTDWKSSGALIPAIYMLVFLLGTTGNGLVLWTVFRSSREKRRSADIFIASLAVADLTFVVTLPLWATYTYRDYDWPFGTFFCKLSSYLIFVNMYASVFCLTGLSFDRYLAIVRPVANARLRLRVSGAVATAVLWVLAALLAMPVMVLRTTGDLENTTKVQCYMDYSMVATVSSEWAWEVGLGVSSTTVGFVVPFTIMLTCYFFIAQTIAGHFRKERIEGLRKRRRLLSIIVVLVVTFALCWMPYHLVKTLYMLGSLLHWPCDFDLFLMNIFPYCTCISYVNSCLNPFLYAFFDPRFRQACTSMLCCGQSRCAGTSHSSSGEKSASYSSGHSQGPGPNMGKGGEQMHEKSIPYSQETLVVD
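assay system = CHO-K1 APJ beta-arrestin complementation cell line | input = cell density 1000 per well | dosing = compound 20 µM once, DMSO 1% | timing = compound 90 min 25 °C, reagent 1 h | measured by = luminescence from split beta-galactosidase complementation, Galacton Star/Emerald II substrate | read-out basis = APJ agonist activity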
NR3A LBD binder: NR3A (human) ligand-binding domain modulation | NR3A LBD differential scanning fluorimetry, Tm shift; 0% = protein alone, 100% = glycine-bound protein | 2.5% of 340,000 active | Tm shift relative to glycine control, % at 25 µM;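 active means melting temperature shift of at least 10% of the positive control shift, at one fixed dose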
Mdm2-MdmX inh: human Mdm2/MdmX binding inhibition | 3% of 330,000 active | inhibition, % at 8 µM | O15151+Q00987 | SaOS-2 split-luciferase Mdm2/MdmX complementation, luminescence | AID 485346;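 active means inhibition of at least 50% at 8 µM in the primary screen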
Starred values were filed as active, the others as inactive; x = no result given.

SMILES	XBP1 UPR activ	NALP3 yeast inh	TIM10 inh	tim23-1 inh	tim10-1 inh	CHOP UPR activ	APJ ag	NR3A LBD binder	Mdm2-MdmX inh
Cn1ncc(Br)c1C(=O)NC1C2CC3CC(C2)CC1C3 (stereo not given)	0	10	-15	21	-12	0.7	-3	0	23
COc1ccc(NC(=O)CN2CCN(CC(=O)Nc3ccc4c(c3)OCO4)CC2)cc1	0	7	3	-5	11	2.9	0	-4	8
COCCNC(=S)N1CCN(c2nc(-c3ccc(Cl)cc3)cs2)CC1	-4	18	31	36	31	11	0	-1	5
CN1c2ccsc2C(=O)/C(=C\Nc2cccc(C(F)(F)F)c2)S1(=O)=O	2	-1	15	9	8	2.9	1	5	28
CC(C)NC(=O)C(c1ccc(F)cc1)N(C(=O)CCC(=O)Nc1ccccn1)c1ccccc1F (stereo not given)	0	22	3	15	-8	4.0	3	0	4
COc1cccc(NC(=O)NNC(=O)COc2ccc3ccccc3c2)c1	-6	11	4	-9	-21	1.7	3	-6	16
CCCCCn1c(=O)[nH]c2cc(C(=O)NCCN3CCC(C)CC3)ccc2c1=O	-2	22	4	-5	7	2.0	-3	0	21
ON=Cc1cccn1-c1ccccc1	-1	11	-14	7	-24	0.3	5	1	3
CCOc1ccc2[nH]c(=O)c(CN(Cc3nnnn3Cc3ccco3)C3CCCCC3)cc2c1	-4	16	-1	11	9	1.7	-3	-4	15
COc1cccc(CNC(=O)C(C)n2ccc3cc(S(=O)(=O)N4CCCC4)ccc32)c1 (stereo not given)	-2	5	-5	10	4	-2.4	1	3	9
Nn1c(-c2ccc(O)cc2)nnc1-c1ccc(O)cc1	-2	-4	-5	6	-8	-1.8	-1	0	-14
Cn1cccc1Cc1nnc(SCC(=O)Nc2nc3ccccc3s2)n1CCc1ccccc1	30*	2	-18	-2	17	5.1	4	-3	27
COc1ccccc1C1/C(=C(/O)c2ccccc2)C(=O)C(=O)N1CC(C)C (stereo not given)	1	2	17	22	16	-1.7	0	0	3
Clc1cc(Cl)c(OCc2nc(-c3ccccn3)no2)cc1Cl	2	27	15	28	19	1.5	-1	-20	-121
COc1ccc(Cl)cc1NC(=O)CCCN1C(=O)CCC1=O	2	6	-5	4	8	-1.1	-4	0	-20
CCC1CCCCN1C(=O)CCc1nnc(Cc2cc(OC)ccc2OC)o1 (stereo not given)	2	22	13	18	7	2.6	-3	-3	-4
COCCNC(=O)CSc1nc2sccc2c(=O)n1-c1ccccc1	0	14	-12	-9	7	0.5	0	-2	6
Cc1ccc(S(=O)(=O)Cn2nnnc2C(CC(C)C)N2CCC(C(N)=O)CC2)cc1 (stereo not given)	0	17	-6	17	14	-0.1	-4	1	15
Cc1ccccc1NC(=O)Cn1nnc(S(=O)(=O)c2ccc(C(C)(C)C)cc2)c1N	-1	6	-9	2	-3	0.1	-1	-1	46
Cc1ccc(-c2cc(=O)c3cc(C)ccc3[nH]2)cc1	-6	-5	6	19	-7	-0.9	-3	0	-21
CC1CCN(S(=O)(=O)c2ccc(N=NC3=C(O)CC(C)(C)CC3=O)cc2)CC1	-2	-3	4	3	-2	3.9	-2	2	16
Cc1ccc(C(=O)N(C)Cc2ccc(N3CCOCC3)cc2)cc1S(=O)(=O)NCc1ccccc1	-6	10	13	9	16	-2.0	-2	0	23
O=[N+]([O-])c1cc(/C=N/n2c(-c3cccnc3)n[nH]c2=S)ccc1Cl	0	17	-7	-2	21	-0.2	-1	4	-15
Cc1ccc(S(=O)(=O)NCc2ccccc2)cc1C(=O)N1CCCCCCC1	-1	20	-12	2	19	0.6	-2	1	11
Cc1ccc(SCC(=O)OCC(=O)Nc2ccc3[nH]c(=O)[nH]c3c2)cc1C	-1	8	2	9	9	1.9	0	-2	2
COC(=O)CCN(C(=O)c1cccc(OC(C)=O)c1)c1ccccn1	-1	-1	-8	12	13	21	2	1	20
Cc1nn2c3c(cnc2c1-c1ccccc1)C(=O)CC(c1ccccc1)C3 (stereo not given)	5	2	-1	-1	1	-0.7	-8	0	-8
CCOc1ccc(OCC)c(NC(=O)CN(C)S(=O)(=O)c2ccc3nc(C)sc3c2)c1	-2	6	-15	7	5	2.5	1	1	27
O=C(Nc1cccc([N+](=O)[O-])c1)C(=O)N1CCCCC1	0	10	-4	8	12	2.1	0	-2	-36
NNC(=O)CNc1ccccc1Cl	4	10	3	12	3	-1.0	-1	1	-20
CCOC(=O)Cc1csc(NC(=O)c2ccc(Br)s2)n1	2	67*	6	28	-27	5.0	-2	x	3
O=C(Nc1cccc(C(F)(F)F)c1)c1ccccc1NC(=O)C1CCCCC1	-1	2	2	-4	10	0.5	-3	10*	9
Clc1ccc(-c2cn3c(n2)-c2ccccc2C3)cc1Cl	-1	37	9	19	15	2.5	-3	30*	-243
COc1ccc(C2=NN(C(=O)CCCC(=O)O)C(c3cccs3)C2)cc1OC (stereo not given)	6	0	-1	3	1	1.0	-3	1	12
O=C(CN(Cc1ccc(Cl)cc1)C(=O)CNS(=O)(=O)c1ccc(F)cc1)NCC1CCCO1 (stereo not given)	-3	29	12	-2	0	-0.1	1	4	23
O=C(O)c1ccc(Nc2cccc(F)c2)c([N+](=O)[O-])c1	-3	16	8	13	-15	2.7	-6	1	35
CCOc1c(C(N)=O)cc([N+](=O)[O-])cc1[N+](=O)[O-]	-3	8	2	3	11	-2.0	0	0	10
CCCC(=O)N1CCN(c2ccc(NC(=O)c3cccs3)cc2)CC1	0	-5	10	26	13	3.6	0	-1	14
O=c1oc2c(CN3CCN(CCO)CC3)c(O)ccc2cc1-c1ccccn1	3	-5	14	18	3	-1.0	-2	2	9
O=C(c1noc2c1CCCCC2)N1CCOCC1	3	15	-3	5	-5	-0.4	0	-1	12

Some entries already given, showing only tim23-1 inh and tim10-1 inh:
mol | tim23-1 inh | tim10-1 inh
COC(=O)CCN(C(=O)c1cccc(OC(C)=O)c1)c1ccccn1 | 12 | 13
Cc1ccc(S(=O)(=O)NCc2ccccc2)cc1C(=O)N1CCCCCCC1 | 2 | 19

(further entries)
SMILES	XBP1 UPR activ	NALP3 yeast inh	TIM10 inh	tim23-1 inh	tim10-1 inh	CHOP UPR activ	APJ ag	NR3A LBD binder	Mdm2-MdmX inh
CCn1c(=O)c(-c2nc3ccccc3[nH]2)c(O)c2ccccc21	2	38	1	-19	11	4.2	-2	-1	32
CCOC(=O)CN(C(=O)CSc1nnc(CNc2ccc(F)cc2)o1)c1ccccc1	1	5	5	21	31	-2.4	5	-1	17
CCCCc1nc2sc3c(c2c(=O)[nH]1)CCC3	13	26	-24	8	-17	1.3	-5	-2	0
CC(C)C(=O)Nc1nnc(SCC(=O)NCc2ccc3c(c2)OCO3)s1	-2	16	-25	3	2	0.8	-6	-2	5
O=C(Cn1c2[n+](c3ccccc31)CC(O)CS2)c1ccccc1 (stereo not given)	0	-2	-14	2	15	1.2	6	-1	16
Cc1ccc(OCC(=O)NCCc2nc3ccccc3[nH]2)c(C)c1	-2	15	-5	-2	10	0.3	-2	0	17
COCCN(C(=O)C(C)C)c1nnc(-c2ccc(C(C)(C)C)cc2)s1	0	-9	21	34	38	1.2	-2	0	-23
CN1CN(C)c2cccc3cccc1c23	1	7	3	3	5	1.3	1	0	23
Oc1ccc2[nH]cnc2c1CN1CCCCC1	-3	9	-5	3	4	-0.1	-2	0	9
COc1ccc(C(=O)OCC(=O)c2ccc[nH]2)cc1	3	16	-8	-5	-5	7.7	-2	2	-65
O=C(Nc1ccccc1C(=O)Nc1ccncc1)c1ccc([N+](=O)[O-])cc1	-4	6	-126	-303	-230	0.9	0	-14	15
COc1ccc(C(=O)c2ccc(OC)cc2OC)cc1	0	30	15	18	14	0.3	1	3	40
O=C(COC(=O)CNC(=O)c1ccc(Cl)c([N+](=O)[O-])c1)NCC1CCCO1 (stereo not given)	-2	3	-11	-13	3	-0.3	-5	2	18
CCOC(=O)c1sc2nc(C)c([N+](=O)[O-])c(COC)c2c1N	1	32	-7	17	30	-3.9	-3	-2	9
CCCn1c(SCC(=O)Nc2c(C)cccc2C)nnc1C(C)C	0	17	1	0	5	0.6	11	7	4
CCN(CC)S(=O)(=O)c1ccc(NC(=S)NC(=O)CC(C)C)cc1	0	-4	28	32	36	-1.0	-3	-14	-1
COc1ccc(CC(=O)Nc2cccc(-c3ccc4nncn4n3)c2)cc1OC	1	-13	10	4	7	-0.5	-1	-1	5

Structural class: the compounds so far with an NH in an aromatic ring.
SMILES	XBP1 UPR activ	NALP3 yeast inh	TIM10 inh	tim23-1 inh	tim10-1 inh	CHOP UPR activ	APJ ag	NR3A LBD binder	Mdm2-MdmX inh
CCCCCn1c(=O)[nH]c2cc(C(=O)NCCN3CCC(C)CC3)ccc2c1=O	-2	22	4	-5	7	2.0	-3	0	21
CCOc1ccc2[nH]c(=O)c(CN(Cc3nnnn3Cc3ccco3)C3CCCCC3)cc2c1	-4	16	-1	11	9	1.7	-3	-4	15
Cc1ccc(-c2cc(=O)c3cc(C)ccc3[nH]2)cc1	-6	-5	6	19	-7	-0.9	-3	0	-21
O=[N+]([O-])c1cc(/C=N/n2c(-c3cccnc3)n[nH]c2=S)ccc1Cl	0	17	-7	-2	21	-0.2	-1	4	-15
Cc1ccc(SCC(=O)OCC(=O)Nc2ccc3[nH]c(=O)[nH]c3c2)cc1C	-1	8	2	9	9	1.9	0	-2	2
CCn1c(=O)c(-c2nc3ccccc3[nH]2)c(O)c2ccccc21	2	38	1	-19	11	4.2	-2	-1	32
CCCCc1nc2sc3c(c2c(=O)[nH]1)CCC3	13	26	-24	8	-17	1.3	-5	-2	0
Cc1ccc(OCC(=O)NCCc2nc3ccccc3[nH]2)c(C)c1	-2	15	-5	-2	10	0.3	-2	0	17
Oc1ccc2[nH]cnc2c1CN1CCCCC1	-3	9	-5	3	4	-0.1	-2	0	9
COc1ccc(C(=O)OCC(=O)c2ccc[nH]2)cc1	3	16	-8	-5	-5	7.7	-2	2	-65
